ERK EGF block – blocks ERK signaling stimulated by EGF | HEK293-V1b, EGF-stimulated phospho-ERK AlphaScreen | Potency, µM (doses to about 11.5 µM), for inactives: top-dose activity change, negative = inhibition, actives largely listed as inhibitors | actives 0.41% (n = 130,000) | AID 1454; active means well fitted inhibition curve with a large enough effect; inconclusive means small, poorly fitted or top-dose-only effect, or effect the other way;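 further: plate controls were stimulated vehicle wells for no effect and unstimulated vehicle basal for full effect; nearly all actives have a fitted effect of over 55% in size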
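Homogeneous cell-based phospho-ERK assay: HEK293/V1b cells in 1% FBS, compound 30 min then EGF 5 min, AlphaScreen luminescence. Activity normalized between DMSO and 25 nM EGF controls; AC50 from Hill modelling.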
* marks the source's active call; other numbers are inactive results; u = inconclusive; [ ] = dose if it differs, or a comment. Potency means the concentration at half of the fitted maximal effect. This is a subset. The share of hits here may be higher or lower than overall.

Molecule	ERK EGF block
COc1ccc(N(CCC#N)C(=O)/C(C#N)=C/c2cccs2)cc1	-11%
Cc1cc(NCc2ccccn2)n2ncc(-c3ccc(Cl)cc3)c2n1	-3%[57.5 µM]
CCOC(=O)CC(NC(=O)Cn1nnc(-c2ccccc2C)n1)c1ccc(OC)cc1 (stereo unspecified)	-2%
O=C1OCC/C1=C\c1ccc2c(c1)OCO2	8%[57.5 µM]
O=C(Nc1ncc2c(n1)-c1ccccc1CC2)c1cccs1	5%
O=C(O)c1cccc(-n2c(-c3cnccn3)n[nH]c2=S)c1	-9%
CCOC(=O)c1ccc2c(c1)[nH]c(=S)n2CC	12%
Cc1ccc(C(=O)CSc2nnnn2-c2ccccc2)o1	-1%
C[C@]12CS(=O)(=O)C[C@H]1SC(=S)N2c1ccccc1	4%[57.5 µM]
COc1ccccc1NS(=O)(=O)c1ccc(NC(=O)c2ccncc2)cc1	4%
O=C(Cn1c(=O)n(-c2ccc(F)cc2)c(=O)c2sccc21)NC1CCCCC1	4%
CCOC(=O)C1=C(C)NC(=O)NC1c1ccc(OCC(N)=O)cc1 (stereo unspecified)	1%
CCc1ccc(N(C(=O)CCC(=O)Nc2cc(C)on2)C(C(=O)NC2CCCC2)c2ccco2)cc1 (stereo unspecified)	1%
C/C(=C\C[Si](C)(C)C)CCC=O	-9%
CCNC(=O)COC(=O)c1sccc1C	-8%
Cc1ccc(O)c(C(=O)c2cnc3c(c2)c(=O)n(C)c(=O)n3C)c1	-7%
Cc1ccccc1-c1cncnc1N(C)Cc1ccco1	10%
O=C(NCCCO)/C(=C\c1ccco1)NC(=O)c1ccc(Br)o1	-12%
COc1cccc(C=Nc2cccc3c(=O)[nH][nH]c(=O)c23)c1O	7%
Cc1cccc(/C=N/n2c(-c3ccco3)n[nH]c2=S)c1	-15%[57.5 µM]
O=C(c1nc2ccccn2c1CNCCCn1ncc2ccccc21)N1CCCC1	-20%
CCOC(=O)c1ccc(CNCc2ccccc2)cc1	9%
N#Cc1ccccc1COc1ccc(/C=C/C(=O)O)cc1	2%
Cc1cccc(N2C(=O)/C(=C/c3cccnc3)SC2=S)c1	10%[57.5 µM]
Cc1ccc(/C=C/C(=O)O)cc1S(=O)(=O)NCC1CCCO1 (stereo unspecified)	-4%
N[C@H](Cc1ccc(O)c(O)c1)C(=O)O	2%
O=C1NC(=S)S/C1=C\c1ccc(SCc2ccco2)o1	u
COC(CNC(=O)CNC(=S)N(Cc1ccccc1)Cc1cccnc1)OC	10%
CCOc1ccc(-n2ccnc2)nn1	-2%[57.5 µM]
Cc1ccc(SCC(=O)Nc2ccc(-c3nc4ccccc4[nH]3)cc2)cc1	6%
Cc1cccc(NC(=O)NC2CC(=O)N(c3ccc4c(c3)OCCO4)C2)n1 (stereo unspecified)	11%
Cc1ccc(N2C(=O)CC(SCC(=O)Nc3ccc(S(N)(=O)=O)cc3)C2=O)cc1 (stereo unspecified)	-5%[57.5 µM]
CCOC(=O)c1cnc2c(C)cc(C)cc2c1Nc1ccc(S(=O)(=O)Nc2ncccn2)cc1	5%
CNC(=S)NNC(=O)c1ccc(N(C)C)cc1	1%[57.5 µM]
CC(C)CN1C(=S)SC(C)(C)C1n1oc(=O)n(-c2ccccc2)c1=O (stereo unspecified)	-2%
CC(=O)Nc1ccc(C(=O)CSc2nc3ccc(C)cc3[nH]2)cc1	-11%
CCOC(=O)c1cc(CC)sc1NC(=O)CSc1nc2ccccc2c(=O)n1Cc1ccco1	6%
O=[N+]([O-])c1ccc(NC2CCN(Cc3ccccc3)CC2)c([N+](=O)[O-])c1	u
Cc1cccc2cc(CN(CCN(C)C)C(=S)Nc3ccccc3)c(=O)[nH]c12	14%
CCn1nc(C)c(/C=N/NC(=O)c2nc3nc(C)cc(C)n3n2)c1C	-7%[57.5 µM]
C/C(=N\O)C(C)(C)Nc1ccc(Br)cc1	3%[57.5 µM]
O=C(N[C@@H](Cc1ccc(O)cc1)C(=O)O)c1cccnc1	-20%[57.5 µM]
Cc1cc(C(=O)CSc2nn3c(=O)c(C(C)(C)C)nnc3s2)c(C)n1C	3%
CCOC(=O)c1[nH]c2ccc(OC)cc2c1NC(=S)N1CCN(c2cccc(C)c2C)CC1	12%
O=C(NCCSCc1c(F)cccc1Cl)c1ccc(CN2CCOCC2)cc1	-2%
O=C(Nc1ccccc1-c1ccccc1)C1CCC1	7%
O=C(CSc1nc2ccccc2n1S(=O)(=O)c1cccc([N+](=O)[O-])c1)NCc1cccs1	9%
CCn1c(SCC(=O)N/N=C(/C)c2ccncc2)nc2ccccc21	-10%[57.5 µM]
FC(F)(F)c1cc(CN2CCC3(CCNCC3)CC2)cc(C(F)(F)F)c1	5%
Cc1nc2ccc(N=NC3=C(O)CC(C)(C)CC3=O)cc2s1	3%
Cc1c(C(=O)O)c(C(=O)O)nc2ccc(N3CCOCC3)cc12	0%
CCOC(=O)C(C)(C)N(Cc1cccc(C)c1)S(=O)(=O)c1cccc([N+](=O)[O-])c1	9%
O=C(CNc1cccc([N+](=O)[O-])c1)N/N=C/c1ccc(F)cc1	3%
COC(=O)c1cccc(NC(=O)Cc2coc3cc(OC)ccc23)c1	1%
O=[N+]([O-])c1ccccc1S(=O)(=O)N1CCN(CC2CC=CCC2)CC1 (stereo unspecified)	3%
CS(=O)(=O)c1ccc2nc(NC(=O)CCN3C(=O)c4ccccc4C3=O)sc2c1	3%
Cc1ccc(C)c(Cn2c(C)nc3c(sc(=S)n3-c3ccccc3)c2=O)c1	2%
CCCc1ccc(OCC(=O)NNC(=O)c2cccnc2)cc1	2%
O=C(O)C1C2C=CC(O2)C1C(=O)NCc1ccc2c(c1)OCO2 (stereo unspecified)	-6%
CC(=C/c1ccccc1)/C=N/NC(=O)c1cccs1	-6%[57.5 µM]

(continued)
Molecule	ERK EGF block
CCCCC/C=C/C=C1/C(=O)C=C[C@@H]1C/C=C\CCCC(=O)O	-11%
CC1CCCCC1NC(=O)CSc1nnc(CNC(=O)c2ccccc2)n1C (stereo unspecified)	-6%
Cc1ccc(-c2cc(C(=O)N/N=C/c3cccnc3)n[nH]2)o1	-5%
C=CCN(CC=C)CCOc1ccc(OC(C)C)cc1	4%
CNS(=O)(=O)c1ccc(C)c(S(=O)(=O)NC)c1	8%
O=C(N/N=C/c1cccc(OC(=O)c2ccc3c(c2)OCO3)c1)c1cncc(Br)c1	6%
CCCC(C)NC(=O)COC(=O)c1ccccc1SCC(=O)NC(C)CCC (stereo unspecified)	0%
Cc1ccccc1N=C1NC(=O)/C(=C/c2cccn2-c2cccc(C(=O)O)c2)S1	-9%
O=[N+]([O-])c1cc(C(F)(F)F)cc([N+](=O)[O-])c1NCCNC(=S)Nc1ccc(Cl)c(Cl)c1	-1%[57.5 µM]
COc1ccc2cc(C)c3nnc(SCC(=O)Nc4nc(-c5ccc(F)cc5)cs4)n3c2c1	4%
c1ccc(-c2ccc(-c3nccc4ccccc34)[nH]2)cc1	5%[57.5 µM]
Nc1nc(Cl)nc2c1ncn2[C@H]1C[C@H](O)[C@@H](CO)O1	32%
CCc1nccn1S(=O)(=O)c1cc(OC)c(Cl)cc1OC	-4%
C#CCNC(=O)C1=C[C@H](C2CC2)C[C@H](OCCCCO)O1	2%[57.5 µM]
Cc1ccc(C(=O)COc2ccccc2-c2ccccc2)cc1C	12%
NC(=O)c1nn(-c2ccc(Oc3ccccc3)cc2)c(=O)cc1O	-7%
CC(Nc1ccc(F)cc1F)C(=O)NC(=O)NC1CCCCC1 (stereo unspecified)	0%
CCCNc1sc(S(=O)(=O)CCC)nc1S(=O)(=O)c1ccc(C)cc1	-1%
COC(=O)NC(NC(=S)Nc1ccc([N+](=O)[O-])cc1)C(Cl)(Cl)Cl (stereo unspecified)	6%
S=c1[nH]nc(-c2ccccc2)n1/N=C/c1ccc(-c2ccccc2Cl)o1	u

Sorted by count of non-hydrogen atoms (smallest number first): some entries from above.
Molecule	ERK EGF block
c1ccc(-c2ccc(-c3nccc4ccccc34)[nH]2)cc1	5%[57.5 µM]
Cc1ccc(-c2cc(C(=O)N/N=C/c3cccnc3)n[nH]2)o1	-5%
CCCCC/C=C/C=C1/C(=O)C=C[C@@H]1C/C=C\CCCC(=O)O	-11%
Cc1ccc(C(=O)COc2ccccc2-c2ccccc2)cc1C	12%
CC1CCCCC1NC(=O)CSc1nnc(CNC(=O)c2ccccc2)n1C (stereo unspecified)	-6%
O=[N+]([O-])c1cc(C(F)(F)F)cc([N+](=O)[O-])c1NCCNC(=S)Nc1ccc(Cl)c(Cl)c1	-1%[57.5 µM]

Remaining list, next part
Molecule	ERK EGF block
Cc1ccc(CN2CCN(C(=O)C3CCC3)CC2)cc1	3%
CC(=O)c1cc2c(cc1NS(=O)(=O)c1ccc(F)cc1)OCO2	6%
CC(C)C(NC(=O)c1ccccc1F)C(=O)Nc1nccs1 (stereo unspecified)	-9%
CCOC(=O)C1CSC(Cc2ccc(OCc3ccc([N+](=O)[O-])cc3)cc2)N1 (stereo unspecified)	0%
Cc1ccc(NC(=O)CSc2nn(-c3ccccc3)c(=S)s2)cc1S(=O)(=O)N(C)C	1%
COCCNc1nc(C)nc2c1nc(-c1ccccc1)n2CC1CCN(C)CC1	22%
CN(C)/C=C1\C(=O)ON=C1c1ccccc1	3%
CCc1ccc(NC(=O)C2CCCN(S(=O)(=O)c3c(C)[nH]c(=O)[nH]c3=O)C2)cc1 (stereo unspecified)	-2%
COc1ccc(C(C)=O)cc1CN1C(=O)NC2(CCCC2)C1=O	u
COc1ccc2[nH]c(CN3CCN(CC(C)C)C(CCO)C3)c(C)c2c1 (stereo unspecified)	u
C/C(=N\NC(=S)Nc1ccc(C)c(C)c1)c1ccc(N2CCOCC2)cc1	6%
CC(C)CC(=O)/C=C/n1c(=S)oc2ccccc21	0%
C/C(=N/NC(=O)CCc1c(C)n[nH]c1C)c1cccc([N+](=O)[O-])c1	4%[57.5 µM]
CC(=O)c1nc(-c2ccccc2)sc1C	1%
COc1ccc(Br)c(C(=O)Nc2cccc(Cl)c2Cl)c1	1%
CCOC(=O)N1CCC(N2C(=O)c3ccccc3C2Nc2cc(C)cc(C)c2)CC1 (stereo unspecified)	-6%[57.5 µM]
CC(NC(=O)NC1CCCCC1)c1ccccc1 (stereo unspecified)	-5%
COc1ccccc1CN(C)CC(=O)NC1CCCc2ccccc21 (stereo unspecified)	9%
O=C(C[n+]1ccccc1)N/N=C/c1cccs1	-3%
CCN(CC)CCCn1c(-c2ccccc2)nc2c(N(CCOC)CCOC)nc(C)nc21	-6%

Next part, starting with the last 2 of the part before.
Molecule	ERK EGF block
O=C(C[n+]1ccccc1)N/N=C/c1cccs1	-3%
CCN(CC)CCCn1c(-c2ccccc2)nc2c(N(CCOC)CCOC)nc(C)nc21	-6%
CCOc1ccc(NC(=O)N(CCN(C)C)C(C)c2cccnc2)cc1 (stereo unspecified)	-5%[57.5 µM]
O=C(CN1C(=O)c2ccccc2S1(=O)=O)NC(Nc1ccccc1F)C(Cl)(Cl)Cl (stereo unspecified)	-5%
COc1ccc(C2=NOC(C(=O)Nc3cccnc3)C2)cc1OC (stereo unspecified)	-18%[57.5 µM]
Cc1cc(-n2cnnn2)ccc1C(C)C	5%
O=C(N/N=C/C1CC2C=CC1C2)c1ccccc1O (stereo unspecified)	4%[57.5 µM]
O=C(O)CC12CC3CC(C1)CC(n1ncc(NCc4ccccc4Cl)c(Cl)c1=O)(C3)C2	1%[57.5 µM]
O=C(O)CNC(=O)/C=C/c1ccc(Cl)cc1Cl	5%
O=C(Nc1ncc(Br)s1)C1CCCN1S(=O)(=O)c1cccc2cccnc12 (stereo unspecified)	0%
Cc1ccc(S(=O)(=O)N2CCCCC2)cc1NC(=O)CNCc1ccco1	2%[57.5 µM]
COc1ccc(CCNC(=O)CSC(=O)c2ccccc2)cc1OC	-2%
CC(=O)c1c(C)[nH]c(C(=O)NCc2cccc(Cl)c2)c1C	6%
CCC(=O)Nc1ccc(C(=O)N/N=C/c2cc(Br)c(OC)cc2OC)cc1	1%
COc1ccc(C(=O)OCC(=O)c2c(N)n(C)c(=O)n(C)c2=O)cc1OC	-2%
CCn1c(SCC(=O)N2CCc3ccccc3C2)nc2sc(C)c(C)c2c1=O	0%
NC(=O)COC(=O)c1cc(-c2ccco2)nc2ccccc12	-2%[57.5 µM]
COc1ccccc1NC(=O)CCc1c(C)nc2c(-c3ccc(F)cc3)c(C)nn2c1C	-5%[57.5 µM]
N#Cc1cc([N+](=O)[O-])ccc1NC(=O)COC(=O)CCC1CCCCC1	-22%
COc1cccc(NC(=O)Nc2ccccc2C(N)=O)c1	-24%
O=C(c1cccc(S(=O)(=O)N2CCOCC2)c1)N(Cc1ccc(F)cc1)Cc1ccco1	-1%
COC(=O)c1ccc(CSc2nnc(NC(C)C)s2)o1	0%
Cc1ccccc1C(=O)NC1CCN(Cc2ccccc2)CC1	-7%
COc1ccc(-c2[nH]ncc2CN2CCN(C(=O)c3ccco3)CC2)cc1F	4%
S=c1[nH]nc(-c2ccco2)n1/N=C/C=C/c1ccco1	-7%
Cc1cc(C)c2c(=O)c(/C=C3\NC(=S)NC3=O)coc2c1	4%[57.5 µM]
O=C1N(c2cccc(Cl)c2)C(c2ccc(Cl)cc2)N2CCCN12 (stereo unspecified)	-4%
CCN(C(=O)COC(=O)/C=C/c1c(C)nn(-c2ccccc2)c1C)C1CCS(=O)(=O)C1 (stereo unspecified)	5%[57.5 µM]

High-throughput results from PubChem BioAssay.
